LMPTP block = blocks human LMPTP phosphatase; P24666; recombinant LMPTP-A, OMFP fluorogenic substrate, fluorescence intensity; inhibition, % at 20 µM; 360,000 tested, 0.22% active;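 active = compounds that cut the enzyme signal by at least half of the control window in the single-dose screen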;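 also: plate controls were DMSO wells with enzyme plus substrate for no effect and substrate without enzyme for full effect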
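Assay system: LMPTP-A, protein tyrosine phosphatase of low molecular weight / Medium: pH 6.0 Bis-Tris buffer with DTT and Triton X-100 / Schedule: 50 min enzyme reaction at room temperature, protected from light / Measured by: endpoint fluorescence intensity from OMFP dephosphorylation / Read-out basis: % inhibition relative to no-enzyme and uninhibited control wells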
DNMT1 inh = inhibitors of human DNMT1; P26358; DNMT1 molecular beacon, Hinp1I cleavage, fluorescence; inhibition (reported as % activation of signal), % at 10 µM; 360,000 tested, 0.83% active; AID 588458; in the data active = inhibition above about 50%
STEP block = STEP (human) phosphatase inhibition | P54829 | recombinant STEP, OMFP fluorogenic substrate, fluorescence | inhibition, % at 20 µM | 360,000 tested, 0.25% active;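 active = inhibition at 20 µM, scaled per plate between control wells, above about 37%, limit read from the data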;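 also: 0% = DMSO with enzyme and substrate and 100% = substrate only without enzyme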
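System: isolated STEP enzyme; schedule: 20 min enzyme reaction at room temperature, protected from light; medium: Bis-Tris buffer pH 6.0, 2.5 mM DTT, 0.005% Tween 20; signal: fluorescence, 480/540 nm; dosing: single compound dose of 20 µM, 1% DMSO final; also added: OMFP substrate, 25 µM final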
Scp1 inh = Scp-1 (human) phosphatase inhibition; Q9GZU7; Recombinant Scp1, phosphopeptide, malachite green phosphate absorbance; inhibition, % at 20 µM; 340,000 tested, 0.88% active;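 active = inhibition above about 50% at 20 µM, limit read from the data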;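 also: plate controls were DMSO wells with enzyme for no effect and wells lacking enzyme for full effect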
Target sequence (Q9GZU7 76-261 limits assumed): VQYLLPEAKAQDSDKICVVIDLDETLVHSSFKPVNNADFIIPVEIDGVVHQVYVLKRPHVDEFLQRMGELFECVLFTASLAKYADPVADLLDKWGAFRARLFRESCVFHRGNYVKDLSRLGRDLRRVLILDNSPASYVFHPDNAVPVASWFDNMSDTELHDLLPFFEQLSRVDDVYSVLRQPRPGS
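Assay system: SCP-1 catalytic fragment, aa 76-261 | Buffer or medium: Tris acetate buffer pH 5.5 with MgCl2 and Tween-20 | Compound: One concentration, 20 µM, with 1.0% DMSO | Also added: Phospho 17-mer peptide substrate | Signal: Absorbance at 630 nm | Incubation: 45 min enzyme reaction at room temperature | Measure: % inhibition of SCP-1 phosphate liberation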
SUMO1 PPI mod = SUMO1-SIM interaction modulation; 360,000 tested, 0.33% active; inhibition, % at 20 µM; P63165; SUMO1 binding to a labelled peptide, TR-FRET, 1 h; in the data active = inhibition above about 37%
SKN-1 block = blocks SKN-1 activity in C. elegans. inhibition, % at 21.8 µM. 360,000 tested, 0.49% active. C. elegans VP596 Pgst-4::GFP/RFP ratio, acrylamide-induced, 24 h;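 active = interference check ratio from 0.5 to 1.5 plus GFP to RFP signal ratio inhibition reaching or exceeding a fixed threshold, cut at about 30% in these data, passing the limit was not always enough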; also: some compounds called inactive have numbers as strong as hits
MT1-MMP act inh = blocks activation of human MT1-MMP; GFP/RFP ratio change, % at 20 µM; P50281; AID 651647; 360,000 tested, 0.061% active; HT1080 RFP-PRO-GFP cells, GFP/RFP ratio fluorescence, overnight; percent of plate control window, DMSO zero;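 active = GFP/RFP ratio change of at least 30% with cell ATP level not reduced by more than half and red fluorescence within 50% of control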; also: strong numbers were not always called active
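system = RFP-PRO-GFP reporter HT1080 cells | dosing = 20 µM single dose, 1% DMSO | timing = overnight cell settling, then overnight compound exposure, 37 °C, 5% CO2 | read-out basis = GFP/RFP fluorescence ratio | controls = DMSO and RFP-L50D-GFP cell wells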
Rpn11 block = Rpn11 (human) deubiquitinase inhibition. O00487. human 26S proteasome, Ub4-pepOG fluorescence polarization; 20S core pre-blocked with epoxomicin. calls only at 20 µM. 360,000 tested, 0.59% active;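 active = inhibition at 20 µM, scaled to each plate's controls, above about 33%, limit read from the data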
NRP1-CendR mod = NRP-1/CendR interaction modulation; O14786; FAM-RPARPAR peptide binding to NRP-1, fluorescence polarization; inhibition, % at 25 µM; 360,000 tested, 0.85% active; AID 602438;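 active = inhibition or corrected inhibition above about 18%, plus a signal ratio from 0.5 to 1.5, limit read from the data, passing the limit was not always enough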; also: strong numbers were not always called active
Target sequence (O14786 whole entry, looked up): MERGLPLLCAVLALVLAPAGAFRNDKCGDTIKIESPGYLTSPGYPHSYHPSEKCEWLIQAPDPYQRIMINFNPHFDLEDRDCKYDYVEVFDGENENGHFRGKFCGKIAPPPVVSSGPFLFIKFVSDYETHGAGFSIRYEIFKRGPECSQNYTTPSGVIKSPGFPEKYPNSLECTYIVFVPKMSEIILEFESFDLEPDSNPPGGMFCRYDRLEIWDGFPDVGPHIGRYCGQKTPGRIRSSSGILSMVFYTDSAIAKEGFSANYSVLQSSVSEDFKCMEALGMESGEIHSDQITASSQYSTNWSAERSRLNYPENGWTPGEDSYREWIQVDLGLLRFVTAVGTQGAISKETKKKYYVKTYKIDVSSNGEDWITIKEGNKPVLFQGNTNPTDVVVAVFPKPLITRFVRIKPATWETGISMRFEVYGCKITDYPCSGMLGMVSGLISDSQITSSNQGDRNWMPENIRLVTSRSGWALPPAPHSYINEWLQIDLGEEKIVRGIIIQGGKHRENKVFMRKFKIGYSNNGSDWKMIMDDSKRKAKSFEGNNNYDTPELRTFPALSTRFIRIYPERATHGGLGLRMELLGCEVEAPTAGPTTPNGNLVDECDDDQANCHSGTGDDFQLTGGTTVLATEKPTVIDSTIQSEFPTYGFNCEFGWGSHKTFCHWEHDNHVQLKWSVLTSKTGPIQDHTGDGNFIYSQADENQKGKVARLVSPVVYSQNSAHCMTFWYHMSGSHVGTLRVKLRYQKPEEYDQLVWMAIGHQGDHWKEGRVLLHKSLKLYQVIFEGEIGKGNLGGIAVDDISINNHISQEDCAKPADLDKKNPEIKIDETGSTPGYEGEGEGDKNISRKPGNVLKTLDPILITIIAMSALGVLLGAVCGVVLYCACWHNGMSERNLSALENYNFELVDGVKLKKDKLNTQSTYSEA
NadD inh = inhibitors of Staphylococcus aureus NadD; inhibition, % at 20 µM; purified NadD enzyme, colorimetric absorbance read-out; 360,000 tested, 0.78% active; in the data active = inhibition above about 26%; also: some compounds past the cut are filed as inactive
* hit, by the source's call; i = inactive; / = not tested or not shown.

SMILES | LMPTP block | DNMT1 inh | STEP block | Scp1 inh | SUMO1 PPI mod | SKN-1 block | MT1-MMP act inh | Rpn11 block | NRP1-CendR mod | NadD inh
CCOC(=O)c1sc(=S)n(Cc2ccccc2)c1C | -0.8 | 6.0 | 3.1 | -20.4 | -4.5 | -6.0 | -1.5 | i | 3.7 | -4.5
Cn1c(Nc2ccc(Cl)cc2F)nc2cc(-c3ccccc3)sc2c1=O | 1.1 | 0.5 | -2.1 | / | -19.1 | 12.6 | -0.6 | i | -17.2 | 1.8
Cc1c(C(=O)Nc2nccs2)oc2c(Cl)cccc12 | -0.2 | 3.3 | -0.7 | -5.8 | 8.9 | 1.2 | 0.2 | i | -17.1 | -1.1
COc1ccc(CCNC(=O)COc2ccc(S(=O)(=O)NC3CCCCC3)cc2Cl)cc1 | 2.3 | 0.2 | -1.9 | -6.8 | -1.6 | 0.2 | 1.9 | i | -9.1 | -7.1
COC(=O)C1=C(C)N=C2SCCC(=O)N2C1c1cc(Br)ccc1OC (stereo not drawn) | -0.1 | -0.7 | -2.8 | 1.0 | -4.9 | 7.2 | 1.6 | i | -0.3 | -1.4
COc1ccc([C@H]2CC(=O)C=C(c3ccc(OC)cc3OC)C2)cc1 | 2.8 | -2.1 | 1.4 | -16.7 | -16.7 | 4.0 | 7.3 | i | 6.6 | -11.7
O=C(COC(=O)c1cc[n+]([O-])cc1)Nc1ccc([N+](=O)[O-])cc1Cl | -1.2 | 9.2 | -1.5 | -3.5 | -21.6 | 1.2 | 0.2 | i | 1.6 | 3.2
CCOC1=CC(=O)N(Cc2ccccc2)C1 | -0.5 | -0.8 | -0.2 | 12.0 | 3.1 | -3.8 | -1.1 | i | 0.9 | -2.7
Cn1c(C(=O)NCc2ccccc2)cc2oc3ccccc3c21 | 2.8 | -7.3 | -0.5 | -16.6 | 3.9 | 2.2 | -0.7 | i | -1.9 | -8.2
Cc1ccccc1-c1nc(CN2CCC(C(=O)NCCCN3CC(C)CC(C)C3)CC2)c(C)o1 (stereo not drawn) | -0.8 | 0.1 | -2.7 | -9.0 | -0.7 | 14.6 | 7.8 | i | -7.1 | -1.2
COc1ccc([C@H]2C[C@@H](n3cc(COC(=O)c4ccccc4)nn3)[C@H](O)CN2C(=O)C2CCCCC2)cc1 | 1.2 | -2.2 | 2.0 | / | -5.0 | 3.1 | 1.6 | i | -0.9 | -0.4
Cc1ccc(C(=O)CCC(=O)Nc2cccc(C)c2)cc1 | 1.2 | 0.3 | 1.1 | 0.3 | -1.0 | 11.9 | -0.6 | i | -8.7 | -6.9
COc1ccc(C2(CNC(=O)c3cc([N+](=O)[O-])cc([N+](=O)[O-])c3)CCCC2)cc1OC | -1.2 | 0.5 | -1.3 | -13.1 | -30.6 | 9.6 | 3.7 | i | 5.0 | -7.2
O=C(CN1C(=O)NC(Cc2ccccc2)(Cc2ccccc2)C1=O)NCC1CCCCC1 | 0.3 | -1.1 | -4.3 | -0.3 | 4.1 | 8.7 | -1.9 | i | -8.6 | 0.5
c1ccc(COc2ccccc2CNc2nn[nH]n2)cc1 | -1.5 | -1.9 | -1.7 | -2.8 | -1.4 | 8.3 | 2.6 | i | -0.5 | 0.5
Cc1ccc(-c2noc(CCC(=O)Nc3ccccc3C)n2)cc1 | -0.4 | -3.6 | -2.6 | 1.1 | -3.1 | 7.3 | 6.0 | i | 1.0 | -11.2
CCN(CC(=O)NCc1ccc(Cl)cc1)C(=O)CCc1ccccc1O | -0.1 | 1.1 | -3.5 | 9.6 | -1.5 | -7.3 | 1.7 | i | -1.3 | -7.0
Cc1ccc(S(=O)(=O)CCC(=O)c2cccc([N+](=O)[O-])c2)cc1 | 0.4 | 3.4 | -1.4 | -9.2 | -26.6 | -0.1 | -0.2 | i | 11.1 | 2.7
COc1ccc(-c2c(C)nn3c(N)c(C#N)cnc23)cc1OC | -0.4 | -1.3 | 2.6 | -5.2 | -0.7 | 0.0 | 1.2 | i | 0.9 | 0.1
CC(C)/C=C/C(=O)N1CCCC(N2CCN(c3ccccc3F)CC2)C1 (stereo not drawn) | -1.8 | -0.5 | -0.8 | -8.3 | 8.4 | 6.8 | -1.0 | i | -1.7 | 1.7
CC1=NN(C(N)=S)C(=O)C1N=Nc1cccc(Cl)c1 (stereo not drawn) | 0.9 | -3.6 | 4.6 | -3.7 | -29.7 | 12.2 | 0.9 | i | -0.3 | 1.2
COc1ccc2cc(C(=O)C3CCCN(C(=O)c4cncs4)C3)ccc2c1 (stereo not drawn) | 0.8 | 0.5 | 2.9 | 1.0 | -10.4 | 5.9 | 3.1 | i | -2.1 | 0.2
N#C/C(=C\c1ccccc1)C(=O)N(c1ccccn1)C1CCCCC1 | -0.8 | -1.7 | 1.1 | -5.5 | -1.1 | 12.2 | -2.3 | i | -12.4 | 1.8
COc1ccccc1CNc1ncnc2c1nnn2Cc1ccccc1 | 1.6 | -1.6 | -0.2 | -0.4 | 3.9 | -0.3 | -19.8 | i | 0.9 | -0.8
N#C/C(=C\c1ccccc1)C(=O)NNS(=O)(=O)c1ccc(Br)cc1 | 0.4 | 1.3 | -1.3 | -10.7 | 11.2 | -6.0 | 4.4 | i | -14.9 | 4.4
C/C(=N\O)c1ccn(S(=O)(=O)c2ccc(Cl)cc2)c1 | -1.0 | 0.8 | -0.2 | -2.2 | 2.1 | -6.1 | -0.3 | i | -2.7 | 1.4
Cc1ccsc1C(=O)OCC(=O)NC1CCCC(C)C1C (stereo not drawn) | -0.2 | 2.4 | -2.7 | -8.1 | -0.9 | 18.5 | -0.4 | i | -9.8 | -1.2
CC(C)OCCCNC(=O)COCC(=O)Nc1ccc(OCCc2ccccc2)cc1 | -0.4 | -0.4 | -0.3 | -9.9 | 9.0 | 3.6 | 6.0 | i | 2.9 | 2.9
Nc1ccn([C@@H]2O[C@H](C(=O)N3CCSC3)[C@@H](O)[C@H]2O)c(=O)n1 | -2.1 | -3.5 | 0.3 | / | 2.7 | 11.7 | 0.9 | i | 13.0 | -1.2
N#Cc1ccc(NC(=O)NN2CCCCCC2)cc1 | 3.0 | 0.1 | -0.2 | -5.4 | 1.7 | -1.4 | -0.9 | i | 8.8 | -1.5
CCc1ccc(NC(=S)N2CCN(c3cccc(OC)c3)CC2)cc1 | 0.9 | 4.4 | -4.6 | -0.7 | 0.9 | -2.6 | -1.3 | i | 12.9 | -6.4
COc1ccc(C2/C(=C(/O)c3ccc4c(c3)CC(C)O4)C(=O)C(=O)N2Cc2cccnc2)cc1 (stereo not drawn) | 6.6 | -2.2 | 5.9 | -4.0 | -7.5 | -3.2 | 2.1 | i | 2.6 | 13.1
CCN1C(=O)[C@@H]2[C@@H](c3ccc(-c4ccc(OC)cc4)cc3)N3CCCC[C@@]3(C(=O)OC)[C@@H]2C1=O | 1.8 | -11.6 | -2.2 | -5.6 | 1.0 | 17.1 | -0.5 | i | -15.2 | 2.3
COc1ccccc1N(CC(=O)N(c1ccccc1)C(C)C)S(=O)(=O)c1cccs1 | 0.9 | 2.4 | -0.8 | -7.4 | 7.3 | 5.7 | -2.1 | i | -5.8 | -2.8
CCOCCCNC(=O)CCn1nc(-c2ccc(Cl)cc2)ccc1=O | -2.4 | 2.6 | -1.5 | 20.8 | -5.8 | -2.0 | 1.2 | i | 3.6 | -6.3
Cc1nn(Cc2ccc(F)cc2)c2sc(C(=O)Nc3ccccc3N3CCOCC3)cc12 | 0.5 | -3.2 | -1.5 | 1.5 | 3.5 | 7.5 | 0.3 | i | 10.7 | 4.0
COCOc1ccc(-c2ncc(OCCN3CCCC3=O)nc2NC(=O)c2cc3ccccc3s2)cc1 | 0.2 | -3.5 | -0.7 | / | -10.6 | 17.0 | 3.0 | i | -9.8 | -8.8
COc1cccc(-c2cnc(C(O)c3cc(C)ccc3C)[nH]2)c1 (stereo not drawn) | -0.3 | -1.2 | 2.3 | / | -0.2 | 8.7 | -1.0 | i | -6.8 | -6.3
O=C1N/C(=N/c2ccccn2)SC1Cc1ccccc1 (stereo not drawn) | -0.4 | 0.3 | -0.3 | -10.7 | -0.9 | 3.9 | 6.5 | i | 5.4 | 8.0
COc1ccc(C(=O)CCS(=O)(=O)c2ccc(C)cc2)cc1 | -0.6 | 2.2 | -2.2 | -8.3 | 4.6 | 2.4 | 0.3 | i | -0.7 | -7.0

Pulled one by one from the entries so far (five):
SMILES | LMPTP block | DNMT1 inh | STEP block | Scp1 inh | SUMO1 PPI mod | SKN-1 block | MT1-MMP act inh | Rpn11 block | NRP1-CendR mod | NadD inh
Cn1c(C(=O)NCc2ccccc2)cc2oc3ccccc3c21 | 2.8 | -7.3 | -0.5 | -16.6 | 3.9 | 2.2 | -0.7 | i | -1.9 | -8.2
Cn1c(Nc2ccc(Cl)cc2F)nc2cc(-c3ccccc3)sc2c1=O | 1.1 | 0.5 | -2.1 | / | -19.1 | 12.6 | -0.6 | i | -17.2 | 1.8
CC(C)/C=C/C(=O)N1CCCC(N2CCN(c3ccccc3F)CC2)C1 (stereo not drawn) | -1.8 | -0.5 | -0.8 | -8.3 | 8.4 | 6.8 | -1.0 | i | -1.7 | 1.7
COc1ccc(C(=O)CCS(=O)(=O)c2ccc(C)cc2)cc1 | -0.6 | 2.2 | -2.2 | -8.3 | 4.6 | 2.4 | 0.3 | i | -0.7 | -7.0
COCOc1ccc(-c2ncc(OCCN3CCCC3=O)nc2NC(=O)c2cc3ccccc3s2)cc1 | 0.2 | -3.5 | -0.7 | / | -10.6 | 17.0 | 3.0 | i | -9.8 | -8.8

Carrying on.
SMILES | LMPTP block | DNMT1 inh | STEP block | Scp1 inh | SUMO1 PPI mod | SKN-1 block | MT1-MMP act inh | Rpn11 block | NRP1-CendR mod | NadD inh
CN(C)CCN1C(=O)c2oc3ccccc3c(=O)c2C1c1ccc(F)cc1 (stereo not drawn) | -3.1 | -0.2 | 1.0 | -4.1 | -3.1 | -4.6 | 1.0 | i | -7.3 | -12.8
Cc1ccc(NC(=O)CN2CCCC2c2cccn2C)c(Br)c1 (stereo not drawn) | 1.1 | -1.4 | 0.4 | -6.5 | 1.3 | 3.0 | -4.3 | i | 2.4 | 0.2
O=C(O)c1cccc(Nc2cc(Cl)c3nonc3c2[N+](=O)[O-])c1 | 0.5 | 0.7 | 2.6 | -3.3 | -12.6 | 10.8 | 1.2 | i | 6.5 | -1.6
Cc1ccccc1NC(=O)CSc1ccc2nnc(-c3ccccn3)n2n1 | -0.2 | 0.8 | -1.3 | -5.0 | -5.3 | 3.7 | 3.9 | i | 8.8 | -6.8
CC1(Oc2ccc(Cl)cc2)CCN(Cc2cccn2-c2nccs2)C1 (stereo not drawn) | -1.6 | 3.9 | 0.3 | / | -2.2 | -0.6 | 0.1 | i | -2.5 | -3.3

Screening results (PubChem BioAssay)
